High-throughput results: PubChem BioAssay, several laboratories
SUMO1 PPI mod = SUMO1-SIM interaction modulation; P63165; SUMO1 binding to a labelled peptide, TR-FRET, 1 h; inhibition, % at 20 µM; 0.33% of 360,000 active; AID 602429; in the data active means inhibition above about 37%
STEP inh = blocks human striatal-enriched tyrosine phosphatase | P54829 | recombinant STEP, OMFP fluorogenic substrate, fluorescence | inhibition, % at 20 µM | 0.25% of 360,000 active | AID 588621;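 active means inhibition at 20 µM, scaled per plate between control wells, above about 37%, limit read from the data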;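 further: 0% = DMSO with enzyme and substrate and 100% = substrate only without enzyme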
Target sequence (P54829 whole entry, looked up): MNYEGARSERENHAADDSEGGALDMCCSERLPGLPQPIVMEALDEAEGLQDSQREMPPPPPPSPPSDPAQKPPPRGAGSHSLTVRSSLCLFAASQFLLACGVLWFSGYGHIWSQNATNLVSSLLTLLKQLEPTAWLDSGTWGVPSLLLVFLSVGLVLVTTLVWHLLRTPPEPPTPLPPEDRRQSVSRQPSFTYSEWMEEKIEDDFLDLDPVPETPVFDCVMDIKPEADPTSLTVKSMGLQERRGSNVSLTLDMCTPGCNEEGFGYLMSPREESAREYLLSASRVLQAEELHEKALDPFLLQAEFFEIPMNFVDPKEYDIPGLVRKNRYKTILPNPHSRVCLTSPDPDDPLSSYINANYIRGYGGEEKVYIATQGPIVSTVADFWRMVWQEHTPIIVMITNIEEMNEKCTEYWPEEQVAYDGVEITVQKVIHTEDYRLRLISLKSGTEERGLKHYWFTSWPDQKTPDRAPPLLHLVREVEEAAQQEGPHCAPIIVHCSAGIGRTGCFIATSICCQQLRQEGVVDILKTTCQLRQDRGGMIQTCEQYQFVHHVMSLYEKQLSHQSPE
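material = STEP tyrosine phosphatase | reagent = fluorogenic phosphatase substrate OMFP at 25 µM final | doses = single compound dose of 20 µM, 1% DMSO final | schedule = 20 min reaction, room temperature, in the dark | measured by = fluorescence, 480/540 nm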
Neddylation inh = inhibitors of human cullin neddylation | TR-FRET cullin neddylation, biochemical | calls only at 25 µM | 0.58% of 360,000 active | P61081+Q13564; in the data active means inhibition above about 36%
DNMT1 block = inhibitors of human DNMT1; P26358; DNMT1 molecular beacon, Hinp1I cleavage, fluorescence; inhibition (reported as % activation of signal), % at 10 µM; 0.83% of 360,000 active; in the data active means inhibition above about 50%
Scp1 inh = blocks human Scp-1 phosphatase activity; Q9GZU7; Recombinant Scp1, phosphopeptide, malachite green phosphate absorbance; inhibition, % at 20 µM; 0.88% of 340,000 active; AID 493091;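 active means inhibition above about 50% at 20 µM, limit read from the data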;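 further: plate controls were DMSO wells with enzyme for no effect and wells lacking enzyme for full effect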
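Test system: SCP-1 phosphatase catalytic domain, residues 76-261 | Compound dosing: One concentration, 20 µM, with 1.0% DMSO | Schedule: 45 min room-temperature reaction, 5 min colour, 30 min stabiliser | Detection: Absorbance at 630 nm | Read-out basis: % inhibition of SCP-1 phosphate liberation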
CSN deneddyl inh = inhibitors of human CSN-mediated cullin deneddylation; Purified CSN, SCF-Nedd8-OG deneddylation, fluorescence polarization; 0.38% of 360,000 active; inhibition, % at 12.5 µM; Q92905;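 active means pattern-corrected inhibition above about 35%, with an unprinted fluorescence ratio check between 0.5 and 1.5, limit read from the data, passing the limit was not always enough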;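 further: 0% = enzyme with substrate and 100% = substrate without enzyme; some results filed as inactive read as strong as hits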
Target sequence (Q92905 whole entry, looked up, one chain of several): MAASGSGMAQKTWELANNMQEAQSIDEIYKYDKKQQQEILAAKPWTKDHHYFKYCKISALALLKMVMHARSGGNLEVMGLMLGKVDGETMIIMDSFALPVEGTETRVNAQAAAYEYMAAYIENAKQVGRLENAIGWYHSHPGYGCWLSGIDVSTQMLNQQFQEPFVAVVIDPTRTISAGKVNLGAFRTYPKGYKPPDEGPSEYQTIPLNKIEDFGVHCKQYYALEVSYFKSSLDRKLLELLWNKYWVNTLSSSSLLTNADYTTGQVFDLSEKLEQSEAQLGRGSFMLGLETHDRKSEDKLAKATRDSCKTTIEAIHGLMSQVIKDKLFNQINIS
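Test system: purified human Csn5 enzyme expressed in HEK293T cells. Amount: 0.24 nM enzyme. Reagent: SCFSkp2-Nedd8OG substrate at 10 nM final. Schedule: 90 min incubation of compound, enzyme and substrate at room temperature. Detection: fluorescence polarization. Read-out: % inhibition of substrate cleavage by Csn5.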
Rin1-Abl PPI inh = inhibitors of human Rin1-Abl protein interaction | P00519+Q13671 | TR-FRET Rin1/Abl binding, biochemical | inhibition, % at 7.35 µM | 0.4% of 360,000 active; in the data active means inhibition above about 5%, passing the limit was not always enough
LMPTP block = blocks human LMPTP phosphatase. P24666. recombinant LMPTP-A, OMFP fluorogenic substrate, fluorescence intensity. inhibition, % at 20 µM. 0.22% of 360,000 active;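 active means compounds that cut the enzyme signal by at least half of the control window in the single-dose screen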;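 further: plate controls were DMSO wells with enzyme plus substrate for no effect and substrate without enzyme for full effect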
Target sequence (P24666 whole entry, looked up): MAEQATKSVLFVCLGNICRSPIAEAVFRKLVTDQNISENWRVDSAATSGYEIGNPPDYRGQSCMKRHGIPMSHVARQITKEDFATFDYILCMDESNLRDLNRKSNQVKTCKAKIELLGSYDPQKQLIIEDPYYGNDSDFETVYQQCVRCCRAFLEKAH
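material = LMPTP-A | quantity = 0.625 nM enzyme | reagent = OMFP substrate, 400 µM final | buffer or medium = Bis-Tris pH 6.0, DTT, detergent | detection = endpoint fluorescence intensity from OMFP dephosphorylation | dosing = single 20 µM dose | read-out basis = % inhibition relative to no-enzyme and uninhibited control wells | control set = no-enzyme and uninhibited controls | timing = 50 min at room temperature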
NadD inh = inhibitors of Staphylococcus aureus NadD; 0.78% of 360,000 active; purified NadD enzyme, colorimetric absorbance read-out; inhibition, % at 20 µM; in the data active means inhibition above about 26%; further: some compounds past the cut are filed as inactive
Rpn11 inh = inhibitors of human proteasome Rpn11; O00487; human 26S proteasome, Ub4-pepOG fluorescence polarization; 20S core pre-blocked with epoxomicin; calls only at 20 µM; 0.59% of 360,000 active; AID 588493;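 active means inhibition at 20 µM, scaled to each plate's controls, above about 33%, limit read from the data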
Active calls of the source: *; i = inactive; . = not tested or not shown. Rows were taken by chance; overall some 3.8% were active at least once.

SMILES | SUMO1 PPI mod | STEP inh | Neddylation inh | DNMT1 block | Scp1 inh | CSN deneddyl inh | Rin1-Abl PPI inh | LMPTP block | NadD inh | Rpn11 inh
COc1ccccc1N1CCN(C(C)C(=O)Nc2ccc(S(=O)(=O)N3CCOCC3)cc2)CC1 (configuration not stated) | 0.2 | -2.6 | i | 1.3 | -13.8 | -2.7 | -0.4 | -1.2 | -7.2 | i
CCOc1cccc2c1OC1(C)CC2NC(=O)N1c1cccc(F)c1 (configuration not stated) | 0.2 | -0.5 | i | 0.5 | -4.8 | -3.3 | -1.3 | -0.8 | -5.5 | i
COc1ccc(NS(=O)(=O)c2ccc(OC)c(NC(=O)CCC3CCCC3)c2)cc1 | 0.7 | -2.6 | i | -0.7 | -7.8 | -4.5 | -3.9 | 0.6 | -7.8 | i
Cc1cc(F)ccc1S(=O)(=O)N1CCCOC1CNC(=O)C(=O)NCc1ccc2c(c1)OCO2 (configuration not stated) | -0.2 | 0.2 | i | -1.8 | -13.1 | 3.8 | 1.5 | 1.6 | 2.0 | i
Cc1cc(C)n2nc(SCC(=O)c3ccc[nH]3)nc2n1 | 8.3 | -0.2 | i | 1.2 | 12.9 | 1.4 | -0.4 | 0.6 | -0.4 | i
CCCCN(C(=O)CN1C(=O)C2CC=CCC2C1=O)c1c(N)n(CCC)c(=O)[nH]c1=O (configuration not stated) | -1.6 | 1.8 | i | -1.1 | -6.8 | -0.1 | -3.3 | -0.9 | 7.6 | i
CCn1nnc(NC(=O)COc2ccc([N+](=O)[O-])cc2)n1 | -16.5 | -1.8 | i | -1.1 | -12.6 | -4.5 | -4.1 | -2.1 | -1.5 | i
O=C(CN1C(=O)c2ccccc2S1(=O)=O)Nc1cccc(S(=O)(=O)N2CCCCC2)c1 | 1.0 | 1.1 | i | -7.9 | -6.8 | -1.0 | -2.5 | -0.9 | -5.8 | i
CCSc1nc2ccccc2n1Cc1cccc([N+](=O)[O-])c1 | -17.1 | 12.3 | i | -1.2 | -2.2 | 2.6 | -1.8 | 2.1 | -3.9 | i
CC(C)OC(=O)c1c(NC(=O)c2cccs2)sc2c1CCCC2 | -2.5 | 4.0 | . | 1.4 | -8.7 | -9.9 | -0.8 | 3.5 | -4.0 | i
CCN(c1ccccc1)S(=O)(=O)c1cc([N+](=O)[O-])ccc1N | -14.8 | -3.0 | i | -1.0 | -6.5 | -2.3 | -3.7 | 0.6 | -6.2 | i
O=c1cc(-c2ccccc2Cl)oc2c(NS(=O)(=O)c3cc(Cl)cc(Cl)c3O)ccc(O)c12 | 36.9 | -1.1 | i | -6.4 | -2.3 | 47.1* | 1.2 | 3.9 | 15.2 | i
COc1cccc(-c2nnc(SCC(=O)Nc3cc(C)on3)o2)c1 | -0.2 | -2.1 | i | 4.3 | -7.2 | -3.6 | -1.0 | -0.5 | 1.8 | i
Cc1ccc(S(=O)(=O)NCC(=O)N/N=C/c2ccccc2O)cc1 | 5.7 | 0.8 | i | 0.5 | -2.7 | 0.6 | 5.9 | 0.0 | -2.1 | i
O=C(COn1nnc2ccc(S(=O)(=O)N3CCOCC3)cc21)NCCc1ccccc1 | 2.1 | 0.1 | i | 1.4 | 1.2 | 2.2 | -4.7 | -1.2 | -6.9 | i
N#CCCN/N=C(/Cc1nc2ccccc2[nH]1)c1cccc(Cl)c1 | -1.1 | 4.1 | i | -10.9 | 4.1 | 9.5 | 1.0 | -0.1 | 11.2 | i
Cc1ccccc1-c1cc(=O)c2c(O)cccc2o1 | 0.8 | 2.0 | i | -1.3 | -7.1 | 1.0 | 0.9 | -0.9 | -7.5 | i
COc1ccc(-c2c(-c3ccccc3)n(C)c3ccccc23)cc1 | 0.5 | 0.8 | . | -2.0 | -17.6 | -1.9 | -0.4 | 1.4 | -4.5 | i
COCCCn1c(-c2ccc(S(=O)(=O)N3CCOCC3)cc2)csc1=Nc1ccccc1 | -14.7 | 2.3 | i | -3.9 | -3.9 | -2.4 | -0.3 | -0.3 | 7.2 | i
CCc1c(C)sc(NC(=O)c2ccc(Br)o2)c1C(=O)OC | -4.1 | 1.2 | . | -1.2 | -19.9 | -2.6 | 2.4 | 3.9 | -4.4 | i
COCc1ccc(C(=O)N2CCCC(C(=O)c3cc(F)ccc3F)C2)s1 (configuration not stated) | 1.1 | 1.7 | i | -2.0 | -4.5 | 0.4 | -0.1 | -0.3 | -7.4 | i
COc1ccc(NC(=O)c2ccc(NC(=O)COC(=O)c3cnc(C)cn3)cc2)cc1 | 4.0 | 0.6 | i | -7.1 | -0.8 | 5.6 | -3.1 | 0.2 | 13.2 | i
COc1ccccc1-c1cnc2c(c1)C(=O)N([C@@H](C)CO)C[C@@H](C)[C@H](CN(C)C(=O)c1cccnc1)O2 | 3.1 | -2.9 | i | 7.4 | . | -1.8 | -1.6 | -1.8 | -5.8 | i
Cc1noc(/C=C/c2ccccn2)c1[N+](=O)[O-] | -27.6 | 1.8 | i | 2.6 | 8.9 | 5.0 | 0.6 | -0.3 | -4.4 | i
CCCNS(=O)(=O)c1ccc(NC(=O)c2cccnc2)cc1 | 1.6 | -6.5 | i | 0.3 | -2.8 | 2.4 | -3.3 | -0.9 | -2.1 | i
Later entries
SMILES | SUMO1 PPI mod | STEP inh | Neddylation inh | DNMT1 block | Scp1 inh | CSN deneddyl inh | Rin1-Abl PPI inh | LMPTP block | NadD inh | Rpn11 inh
COc1ccc(-c2c(NC(=O)c3ccco3)oc3c(C)cccc3c2=O)cc1OC | 1.8 | -1.9 | i | 1.4 | -9.6 | 5.6 | 0.8 | -0.1 | 1.8 | i
CC(=O)Nc1ccc(S(=O)(=O)NC2=NCN(c3cccc([N+](=O)[O-])c3)CN2)cc1 | -12.4 | 1.6 | i | 2.7 | -7.5 | -0.5 | -1.6 | -0.4 | -5.4 | i
O=C(Oc1c(Cl)cc(Cl)c2cccnc12)c1ccco1 | 35.8 | -1.2 | i | -1.7 | -17.1 | 4.4 | -3.5 | 1.3 | 6.4 | i
C=CCN(CC=C)C(=S)NCCc1ccc(OC)c(OC)c1 | 1.3 | -4.3 | i | 6.0 | -5.3 | -16.0 | -1.0 | -2.2 | -4.0 | i
O=C(NCc1ccccc1)C(c1ccc(Cl)cc1)N(C(=O)c1csnn1)C1CC1 (configuration not stated) | -0.7 | -0.9 | i | 1.9 | -9.8 | 0.3 | -0.3 | 0.9 | -2.3 | i
Cc1cc(=O)oc2cc(OCC(=O)OCC(=O)NC3CC3)ccc12 | 0.7 | 3.1 | i | 2.3 | -11.0 | -6.5 | 3.3 | -0.4 | -3.9 | i
CC(=O)N/C(=N\c1nc(C)cc(C)n1)Nc1ccc2ccccc2c1 | -2.0 | -0.3 | i | 0.0 | 5.5 | 0.2 | -1.2 | 1.1 | -6.9 | i
Nc1nnc(Cc2ccc(Cl)c(Cl)c2)s1 | -0.7 | -1.3 | i | -0.1 | 0.8 | -2.0 | 2.5 | -1.3 | 3.0 | i
CCC(=O)N(c1nnc(SCC(=O)Nc2sccc2C(N)=O)s1)C1CC1 | 13.0 | -0.1 | i | -0.8 | . | -5.9 | 1.1 | 2.6 | 0.8 | i
Cc1ccccc1NC(=O)N1CCN(C/C=C/c2ccccc2)CC1 | -0.1 | -2.3 | i | -4.5 | -5.6 | 0.7 | -1.4 | -0.5 | 1.6 | i
COC(C(=O)Nc1ccnn1C1CCN(Cc2ccccn2)CC1)c1ccccc1 (configuration not stated) | 0.3 | -1.9 | i | 0.6 | -8.3 | 2.0 | 7.5 | -3.2 | -5.7 | i
CCN1/C(=C/c2sc(-c3ccccc3C)c[n+]2C)Sc2ccccc21 | -12.7 | 1.8 | i | -1.1 | 12.2 | 6.2 | -2.6 | 4.1 | 13.4 | i
CCCCc1nc2ccccc2n1Cc1nnc2n1-c1ccccc1SC2 | -3.2 | 3.5 | i | 8.1 | -12.7 | 12.4 | -2.1 | 0.7 | -1.5 | i
CCOc1ccc(C)cc1S(=O)(=O)n1cnc2ccccc21 | 4.2 | 1.4 | i | 11.6 | -0.6 | -0.7 | -0.5 | -0.7 | 0.8 | i
COc1ccc(C(=O)OCC(=O)Nc2cccc(S(=O)(=O)NC3=NCCCCC3)c2)cc1[N+](=O)[O-] | -33.0 | 1.6 | i | 1.4 | 2.6 | -1.0 | 0.6 | 0.1 | 1.2 | i
CCOC(=O)C1CCCCN1Cc1cn[nH]c1-c1ccc(F)cc1F (configuration not stated) | 1.3 | -2.6 | i | 0.1 | -2.7 | -1.4 | 1.4 | -2.3 | -5.6 | i
Cc1ccc(NC(=O)CSc2nnc(Cc3cccn3C)n2-c2ccc(F)cc2)cc1 | -2.9 | 0.3 | i | -2.1 | 1.6 | -2.6 | -1.6 | -0.4 | -0.2 | i
O=C1C2C3C=CC(C3)C2C(=O)N1c1nccs1 (configuration not stated) | 0.0 | 0.5 | i | 2.8 | -0.1 | -2.8 | -1.3 | -1.8 | 5.6 | i
O=C(c1ccc2c(c1)OCO2)C1CCCN(Cc2ccc3cccc(F)c3n2)C1 (configuration not stated) | -4.5 | 0.2 | i | -1.2 | -2.7 | -1.1 | -0.6 | 0.6 | 1.2 | i
CC(=O)c1sc2c(c1OC(=O)c1ccccc1)c(=O)n(-c1ccccc1)c(=S)n2-c1ccccc1 | -10.2 | 4.4 | i | 44.5 | 4.7 | 5.6 | -1.3 | 2.0 | 20.1 | i
CCOC(=O)c1sc(C)c2c(=O)n(CC(=O)c3ccc(Br)cc3)nnc12 | -24.5 | 3.3 | i | -2.2 | -19.6 | 0.5 | 3.6 | 1.3 | -5.3 | i
COc1cccc(-c2cc(C(=O)N3N=C(C)CC3(O)C(F)F)c3ccccc3n2)c1 (configuration not stated) | 0.2 | -4.1 | i | 0.8 | -4.4 | 0.3 | -3.8 | 0.1 | -4.2 | i

Shown with values under each structure: entries from further up.
Results follow in this order: SUMO1 PPI mod	STEP inh	Neddylation inh	DNMT1 block	Scp1 inh	CSN deneddyl inh	Rin1-Abl PPI inh	LMPTP block	NadD inh	Rpn11 inh
- C=CCN(CC=C)C(=S)NCCc1ccc(OC)c(OC)c1
  1.3	-4.3	i	6.0	-5.3	-16.0	-1.0	-2.2	-4.0	i
- CC(=O)Nc1ccc(S(=O)(=O)NC2=NCN(c3cccc([N+](=O)[O-])c3)CN2)cc1
  -12.4	1.6	i	2.7	-7.5	-0.5	-1.6	-0.4	-5.4	i
- CC(=O)N/C(=N\c1nc(C)cc(C)n1)Nc1ccc2ccccc2c1
  -2.0	-0.3	i	0.0	5.5	0.2	-1.2	1.1	-6.9	i
- CCOC(=O)C1CCCCN1Cc1cn[nH]c1-c1ccc(F)cc1F (configuration not stated)
  1.3	-2.6	i	0.1	-2.7	-1.4	1.4	-2.3	-5.6	i
- CCOC(=O)c1sc(C)c2c(=O)n(CC(=O)c3ccc(Br)cc3)nnc12
  -24.5	3.3	i	-2.2	-19.6	0.5	3.6	1.3	-5.3	i
